Screens from PubChem BioAssay.
Tcruzi prolif: inhibitors of T. cruzi proliferation | T. cruzi beta-gal in NIH3T3, GalScreen luminescence, 90 h | inhibition, % at 8.34 µM | 77,000 compounds, 5.9% hits;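 active = mean inhibition above about 93%, with at least 55% of replicates each passing it, limit read from the data, passing the limit was not always enough; inconclusive = only one of those two conditions holds; inactive = neither condition holds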
KDM4C inh: inhibitors of human demethylase GASC-1 KDM4C. Q9H3R0. GST-KDM4C 2-372, H3K9me3 peptide, LANCE TR-FRET. inhibition, % at 12.5 µM. 96,000 compounds, 0.15% hits;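 active = mean replicate inhibition above about 25%, with at least 55% of replicates also reaching it, limit read from the data, passing the limit was not always enough; inconclusive = only one of those two conditions met; inactive = neither condition met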
Target sequence (Q9H3R0 2-372 limits assumed): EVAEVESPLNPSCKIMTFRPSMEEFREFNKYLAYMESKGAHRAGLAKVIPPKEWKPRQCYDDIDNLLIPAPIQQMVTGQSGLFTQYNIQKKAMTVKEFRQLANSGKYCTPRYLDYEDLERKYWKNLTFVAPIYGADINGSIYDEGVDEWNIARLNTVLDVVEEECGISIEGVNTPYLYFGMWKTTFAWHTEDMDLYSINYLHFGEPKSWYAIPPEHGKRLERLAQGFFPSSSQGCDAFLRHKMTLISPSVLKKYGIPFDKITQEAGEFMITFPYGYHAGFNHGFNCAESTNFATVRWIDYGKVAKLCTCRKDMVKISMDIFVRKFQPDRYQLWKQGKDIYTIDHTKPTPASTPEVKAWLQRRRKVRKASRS
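System – N-terminal GST-fused human GASC-1 (KDM4C) fragment, residues 2-372 · Input – enzyme final amount 10 nM · Technique – LANCE TR-FRET, Eu antibody, ULight-streptavidin, EDTA, ex 340 nm, em 618/671 nm · Medium – HEPES buffer, pH 7.5, plus ascorbate · Incubation – enzyme reaction 30 min, then detection 60 min, both room temperature · Reagent – H3K9me3 peptide with Fe(II)/2OG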
Pf Dd2 inh: P. falciparum Dd2 growth inhibition; SYBR Green, 72 h; stronger effect = lower value; activity change, % at 10 µM; AID 1159554; 94,000 compounds, 2.3% hits; in the data active = activity change below about -80%; inconclusive = no clear call, values can overlap the other calls
C diff HTS: inhibitors of Clostridium difficile growth | AID 1259249 | growth activity, negative = inhibition, % at 16 µg/mL (by protocol) | 86,000 compounds, 0.25% hits | Clostridium difficile clinical isolate growth, OD600, 24 h; stronger effect = lower value;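 active = mean growth activity at or below -80% and every replicate also at or below -80%; inconclusive = mean at or below -80% but some replicate above -80%; inactive = mean growth activity above -80%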;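 note: 0% = DMSO wells and -100% = levofloxacin 16 µg/mL wells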
* hit, by the source's call; ? = inconclusive; nt = not tested or not shown; & = joins results of further samples.

smiles,KDM4C inh,C diff HTS,Pf Dd2 inh,Tcruzi prolif
CS(=O)(=O)N1CC(=O)N2[C@H](CO)[C@H](c3ccc(C#Cc4ccccc4)cc3)[C@@H]2C1,-0.4,1,-12,nt
C[C@@H]1CN([C@@H](C)CO)C(=O)c2c(c3ccccc3n2C)-c2ccccc2CO[C@@H]1CN(C)C(=O)N[C@H](C)c1ccccc1,-1.4,-6,-22,36
CCC(=O)N1CC(=O)N2[C@H](CO)[C@@H](c3ccc(C#Cc4cccnc4)cc3)[C@H]2C1,-0.9,-12,-53,nt
C[C@@H]1CN([C@H](C)CO)C(=O)c2cc(C#Cc3ccccn3)cnc2O[C@@H]1CN(C)C(=O)CCN1CCCCC1,0.6,-5,32,57
C[C@H](CO)N1C[C@H](C)[C@H](CN(C)Cc2ccc(Cl)c(Cl)c2)Oc2c(NS(=O)(=O)c3cccs3)cccc2C1=O,nt,6,-13,-85
O=C(C[C@H]1CC[C@H]2[C@@H](COC[C@H](O)CN2C(=O)c2ccccn2)O1)NC1CCC1,0.4,34&7,-35,nt
CO[C@@H]1CN(C)C(=O)c2cc(NS(=O)(=O)c3cccc(Cl)c3)ccc2OC[C@@H](C)NC[C@@H]1C,1.2,nt,28,-27
CC(C)C#Cc1ccc([C@H]2[C@@H](C#N)N(C(=O)c3ccccn3)[C@H]2CO)cc1,0.9,4,-42,?
O=C(C[C@H]1CC[C@H]2[C@@H](COC[C@H](O)CN2Cc2ccc(Cl)cc2)O1)NCc1ccccc1Cl,-0.2,0,-7,55
C[C@@H]1CN([C@@H](C)CO)C(=O)c2cc(NC(=O)c3ccccc3)ccc2O[C@@H](C)CCCCO[C@H]1CN(C)C(=O)c1ccccc1,7.1,-4,-52,?
C[C@H]1CN([C@@H](C)CO)C(=O)c2cc(NC(=O)Cc3cn(C)c4ccccc34)ccc2O[C@H]1CN(C)S(C)(=O)=O,-1.4,-1,2,17
COCC(=O)Nc1ccc2c(c1)[C@H]1C[C@H](CC(=O)NCc3ccc(-c4ccccc4)cc3)O[C@@H](CO)[C@H]1O2,-1.0,1,5,47
CO[C@H](CN(C)Cc1ccc2c(c1)OCO2)[C@@H](C)CN(C(=O)Nc1ccc(F)cc1)[C@@H](C)CO,4.5,nt,-15,-34
CCN1[C@@H]2c3ccc(-c4ccccc4OC)c(=O)n3C[C@H]1[C@H](CO)[C@H]2C(=O)N[C@H](C)c1ccccc1,-1.1,-4,nt,73
C[C@@H]1CN([C@H](C)CO)C(=O)c2cc(C#CC3CCCCC3)cnc2O[C@@H]1CN(C)S(=O)(=O)c1ccccc1,-0.5,-2,-44,?
COc1ccc(-c2ccc3c(c2)O[C@@H](CN(C)Cc2ccccc2C(=O)O)[C@@H](C)CN([C@H](C)CO)S3(=O)=O)cc1,-0.5,-4,-41,-52
CC(=O)NC[C@H]1[C@H](c2ccc(C3=CCCC3)cc2)[C@@H](CO)N1C(=O)NC(C)C,1.3,-10,-3,4
CCC(=O)Nc1ccc2c(c1)C(=O)N(C)C[C@H](OC)[C@@H](C)CN(C(=O)CN(C)C)[C@H](C)CO2,0.8,nt,nt,-53
C[C@H]1CN([C@@H](C)CO)C(=O)c2cc(C#CCN(C)C)cnc2O[C@H]1CN(C)C(=O)Nc1cccc(F)c1,0.2,-4,21,-41
CCC(=O)Nc1ccc2c(c1)OC[C@H](C)N(C(=O)NC(C)C)C[C@H](C)[C@@H](OC)CN(C)C2=O,-0.2,-4,-11,nt
COc1ccccc1S(=O)(=O)N[C@@H]1CC[C@H](CC(=O)NCc2cccc(F)c2)O[C@@H]1CO,-0.3,nt,-4,1
COc1ccc(NC(=O)N(C)C[C@H]2OCCCC[C@H](C)Oc3ccc(N(C)C)cc3C(=O)N([C@H](C)CO)C[C@@H]2C)cc1,2.1,0,-33,100*
C[C@H](O)C#Cc1cnc2c(c1)C(=O)N([C@@H](C)CO)C[C@@H](C)[C@H](CN(C)Cc1cncnc1)O2,-1.1,-1,28,-12
O=C(N[C@H]1CC[C@H](CC(=O)N2CCOCC2)O[C@H]1CO)c1ccc2c(c1)OCO2,4.0,-9,14,8
C[C@@H]1CN([C@@H](C)CO)C(=O)c2cc(-c3ccncc3)cnc2O[C@@H]1CN(C)C(=O)Cc1cccnc1,1.2,2,25,3

(next part)
smiles,KDM4C inh,C diff HTS,Pf Dd2 inh,Tcruzi prolif
C[C@H]1CN([C@@H](C)CO)C(=O)c2cc(-c3ccncc3)cnc2O[C@H]1CN(C)C(=O)NC1CCCC1,0.3,4,32,nt
COc1ccccc1CNC(=O)C[C@H]1C[C@H]2c3cc(NC(=O)Nc4ccccc4F)ccc3O[C@H]2[C@H](CO)O1,3.4,-2,-31,17
C[C@@H]1CN([C@H](C)CO)C(=O)c2cc(NC(=O)c3ccncc3)ccc2O[C@H]1CN(C)Cc1ccc(Cl)c(Cl)c1,-0.6,-8,-6,59
CCCC(=O)Nc1ccc2c(c1)C(=O)N(C)[C@@H]1CC[C@H](CC(=O)O)O[C@H]1CO2,1.9,8,3,-15
COCC(=O)Nc1ccc2c(c1)OC[C@@H](C)N(C(=O)COC)C[C@H](C)[C@H](OC)CN(C)C2=O,-1.8,nt,21,nt
OC[C@H]1[C@H](c2ccc(C#Cc3ccccc3)cc2)[C@H]2CN(Cc3cncnc3)CCCCN21,-0.2,9,-11,104*
COCC#Cc1cnc2c(c1)C(=O)N([C@H](C)CO)C[C@H](C)[C@H](CN(C)C(=O)Cc1cccnc1)O2,4.8,1,21,nt
CNC[C@H]1OCCCC[C@H](C)Oc2ccc(N(C)C)cc2C(=O)N([C@H](C)CO)C[C@H]1C,0.6,-3,nt,28
C[C@@H]1CN([C@H](C)CO)C(=O)c2cc(-c3cccnc3)cnc2O[C@H]1CN(C)C(=O)Nc1ccc2c(c1)OCO2,2.0,0,12,31
COc1ccc(NC(=O)N2C[C@@H](O)COC[C@H]3O[C@@H](CC(=O)NC4Cc5ccccc5C4)CC[C@@H]32)cc1,2.7,nt,-10,67
O=C(C[C@@H]1CC[C@@H](NC(=O)Nc2ccc3c(c2)OCO3)[C@H](CO)O1)NCCCN1CCOCC1,5.8,0,-28,-12
C[C@H](CO)N1C[C@H](C)[C@@H](CN(C)S(=O)(=O)c2ccccc2F)OCc2cn(nn2)CCCC1=O,-1.0,4&0,-1&6,-14&-23
CNC[C@@H]1Oc2ccc(NS(=O)(=O)c3ccc(OC)cc3)cc2CC(=O)N([C@H](C)CO)C[C@@H]1C,-0.9,-3,-9,2
COc1ccccc1NC(=O)N1C[C@@H]2N[C@H](C1)C2c1ccc(-c2ccccc2)cc1 (some centres not stated),-0.6&-1.4,12&38,10&-13,nt
C[C@@H]1CN([C@@H](C)CO)C(=O)c2cccc(NS(=O)(=O)c3ccccc3)c2O[C@H]1CN(C)S(=O)(=O)c1ccc(Cl)cc1,1.7,-2,2,23
CO[C@H]1CC[C@@H]2CCOc3ccc(C#N)cc3C(=O)N(C)C[C@H](C)C(=O)N(C)C[C@@H]1O2,-0.4,-3,nt,14
Cc1noc(C)c1NC(=O)Nc1ccc2c(c1)C(=O)N([C@@H](C)CO)C[C@@H](C)[C@@H](CN(C)C(=O)Nc1cccc3ccccc13)OCCCC[C@@H](C)O2,-0.3,4,-64,34
C[C@H](CO)N1C[C@H](C)[C@@H](CN(C)Cc2ccc(Cl)c(Cl)c2)OCCCC[C@H](C)Oc2ccc(NC(=O)Nc3ccc4c(c3)OCO4)cc2C1=O,-1.3,0,11,77
CC(C)NC(=O)Nc1ccc2c(c1)C(=O)N([C@H](C)CO)C[C@H](C)[C@H](CN(C)S(=O)(=O)c1cn(C)cn1)OCCCC[C@H](C)O2,-1.1,1,45,-24
O=C(C[C@H]1C[C@H]2c3cc(NS(=O)(=O)c4ccc(F)cc4)ccc3O[C@H]2[C@H](CO)O1)N1CCc2ccccc2C1,1.6,6,-37,110*
COc1ccc(S(=O)(=O)N2CC[C@H]3[C@H](CO)Nc4ccc(C#Cc5ccccc5OC)cc4[C@H]32)cc1,5.5,0,-26,nt
C[C@@H](O)C#Cc1ccc([C@@H]2[C@@H](CO)N3CCCCN(CC4CCOCC4)C[C@H]23)cc1,0.4,-1,-1,8
O=S(=O)(c1ccccc1F)N1CCCCN2[C@H](CO)[C@@H](c3ccc(-c4ccccc4)cc3)[C@@H]2C1,nt,-1,-5,36
CO[C@@H]1CN(C)C(=O)c2cc(NS(C)(=O)=O)ccc2OC[C@@H](C)N(C(=O)C2CCOCC2)C[C@H]1C,1.2,nt,31,-15
C[C@H](CO)N1C[C@H](C)[C@H](CN(C)S(C)(=O)=O)OCCCC[C@H](C)Oc2ccc(NC(=O)Nc3ccccc3)cc2C1=O,0.7,-4,34,-17

The listing continues:
smiles,KDM4C inh,C diff HTS,Pf Dd2 inh,Tcruzi prolif
C[C@H](CO)N1C[C@H](C)[C@H](CN(C)CC2CCCCC2)Oc2ccc(NS(C)(=O)=O)cc2CC1=O,-0.8,-2,4,23
COCC#Cc1ccc2c(c1)O[C@@H](CN(C)S(=O)(=O)c1cccc(OC)c1)[C@H](C)CN([C@H](C)CO)S2(=O)=O,1.5,-1,-45,-10
O=C(Nc1cccc(Cl)c1)N[C@@H]1CC[C@@H](CCNC(=O)C2CC2)O[C@@H]1CO,3.1,-7,-2,nt
COCC#Cc1ccc2c(c1)O[C@@H](CN(C)C(=O)c1ccccc1F)[C@H](C)CN([C@H](C)CO)S2(=O)=O,-1.7,4,-62,-121
CCC(=O)N1C[C@@H](C)[C@@H](OC)CN(C)C(=O)c2ccc(NS(C)(=O)=O)cc2OC[C@H]1C,-0.5,1,nt,57
Cc1noc(C)c1NC(=O)N(C)C[C@H]1Oc2ccc(NC(=O)CCCCCC(=O)Nc3ccccc3N)cc2C(=O)N([C@H](C)CO)C[C@@H]1C,0.5,-4,-59,nt
C[C@@H]1CN([C@H](C)CO)S(=O)(=O)c2ccc(C#CC3CC3)cc2O[C@H]1CN(C)Cc1ccncc1,0.6,3,-52,86
COc1ccc2c3c(n(C)c2c1)[C@H](CO)N(C(=O)c1ccccn1)CC31CCN(C(=O)c2ccccn2)CC1,0.3,6,30,nt
O=C(CN1CCOCC1)NCC[C@@H]1CC[C@@H](NC(=O)Nc2ccc(F)cc2)[C@H](CO)O1,-0.4,-1,28,-26
C[C@@H]1CN([C@@H](C)CO)C(=O)c2cc(/C=C/c3ccccc3)cnc2O[C@@H]1CN(C)C(=O)NC1CCCCC1,-1.1,8,20,nt
C[C@H](CO)N1C[C@H](C)[C@H](CN(C)C(=O)CC2CC2)Oc2cc(C#C[C@@H](C)O)ccc2S1(=O)=O,nt,3,nt,11
C/C=C/c1ccc2c(c1)O[C@@H](CN(C)C(=O)NC1CCCC1)[C@@H](C)CN([C@H](C)CO)S2(=O)=O,0.9,0,1,nt
O=C(Cc1ccccn1)NCC[C@H]1CC[C@H](NC(=O)Nc2ccc(F)cc2)[C@H](CO)O1,2.7,-1,2,45
C[C@H](CO)N1C[C@H](C)[C@@H](CN(C)S(=O)(=O)c2ccc(Cl)cc2)Oc2ccc(NS(=O)(=O)c3ccc(F)cc3)cc2CC1=O,12,0,-50,-11
COc1cccc(C#Cc2ccc3c(c2)[C@H]2[C@H](CCN2C(=O)c2ccc4c(c2)OCO4)[C@@H](CO)N3)c1,nt,-2,-47,nt
COCC(=O)Nc1ccc2c(c1)OC[C@@H](C)N(Cc1ccccc1)C[C@H](C)[C@H](OC)CN(C)C2=O,0.2,0,-1,-366
COc1ccc2c3c(n(C)c2c1)[C@@H](CO)N(C(=O)C1CCC1)CC31CN(Cc2cccc(F)c2)C1,nt,-11,4,nt
C[C@H]1CN([C@@H](C)CO)C(=O)c2cc(NC(=O)CCCN(C)C)ccc2O[C@H]1CN(C)S(=O)(=O)c1ccccc1,1.9,3,-3,22
O=C(c1ccc(F)cc1)N1CC(=O)N2[C@H](CO)[C@H](c3ccc(C#CC4CCCCC4)cc3)[C@H]2C1,-0.3,10,-24,nt

An excerpt from above, limited to Pf Dd2 inh.
SMILES	Pf Dd2 inh
COc1cccc(C#Cc2ccc3c(c2)[C@H]2[C@H](CCN2C(=O)c2ccc4c(c2)OCO4)[C@@H](CO)N3)c1	-47
COCC(=O)Nc1ccc2c(c1)OC[C@@H](C)N(Cc1ccccc1)C[C@H](C)[C@H](OC)CN(C)C2=O	-1

Three of the entries above in order of their number in KDM4C inh, falling:
| molecule | KDM4C inh |
| --- | --- |
| Cc1noc(C)c1NC(=O)N(C)C[C@H]1Oc2ccc(NC(=O)CCCCCC(=O)Nc3ccccc3N)cc2C(=O)N([C@H](C)CO)C[C@@H]1C | 0.5 |
| COCC(=O)Nc1ccc2c(c1)OC[C@@H](C)N(Cc1ccccc1)C[C@H](C)[C@H](OC)CN(C)C2=O | 0.2 |
| C[C@@H]1CN([C@@H](C)CO)C(=O)c2cc(/C=C/c3ccccc3)cnc2O[C@@H]1CN(C)C(=O)NC1CCCCC1 | -1.1 |
